E coli growth = E. coli V3065 growth inhibition, primary screen, counter-screen for AddAB inhibitor project, absorbance, OD600; 18 h; 330,000 compounds, 0.27% hits; AID 449728, 2010; inhibition, % at 11.9 µM;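 active = inhibition above the campaign's mean inhibition across all tested compounds plus 3 SD, cut at about 9.9% in these data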;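 note: uninfected addAB+ strain grown without phage in ampicillin broth; 0% = DMSO wells and 100% = ciprofloxacin 0.95 µg/ml wells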
Wnt bcat act = Wnt/beta-catenin pathway activators, primary screen, cell-based, plate reader, single point. activation, % at 9.35 µM. Wnt/beta-catenin reporter cell assay, activator. 300,000 compounds, 1.2% hits; in the data active = activation above about 30%, passing the limit was not always enough; inconclusive = no clear call, values can overlap the other calls;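 note: 0% = neutral control wells and 100% = positive control wells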
MITF act = activators of MITF-driven TRPM1 promoter reporter, primary screen, cell-based, SK-MEL-5, luciferase, single point; SK-MEL-5 TRPM1-promoter luciferase, 24 h; % of positive control, neutral wells = 0; activation, % at 12.5 µM; 300,000 compounds, 0.75% hits; AID 588334, 2011;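 active = mean activation of at least 80% with every replicate also reaching 80%; inconclusive = mean reaches 80% but some replicate falls short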;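 note: 0% = neutral control wells and 100% = parthenolide positive control wells; values of inactives mirror those of a sister screen read the other way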
AddAB inh = growth inhibition of E. coli expressing H. pylori AddAB, primary screen, AddAB inhibitor project, absorbance | inhibition, % at 11.9 µM | 330,000 compounds, 0.29% hits; in the data active = inhibition above about 12%;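 note: 0% = vehicle wells of infected cells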
phage Ecoli inh = growth loss of phage-infected E. coli, primary screen, RecBCD inhibitor project, absorbance, with phage, HTS; inhibition, % at 11.9 µM; 360,000 compounds, 0.26% hits; in the data active = inhibition above about 11%
CAL PDZ FP-1 = untagged CAL PDZ binding inhibitors, primary screen, biochemical, fluorescence polarization, HTS; purified CAL PDZ, TMR-peptide fluorescence polarization, 1 h; inhibition, % at 24.9 µM; 300,000 compounds, 0.92% hits; AID 602252, 2012;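 active = mean inhibition of at least 30% with at least half of replicates also reaching 30%; inconclusive = no clear call, values can overlap the other calls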;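 note: 0% = DMSO neutral control and 100% = excess unlabeled competitor peptide PRC23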
SR-BI HDL uptake = inhibitors of SR-BI mediated HDL lipid uptake, primary screen, ldlA[mSR-BI] cells, fluorescence, single point; Scavenger receptor class B member 1 (Mus musculus), Q61009; ldlA[mSR-BI] CHO cells, DiI-HDL uptake fluorescence, 3 h; inhibition, % at 12.5 µM; 320,000 compounds, 0.96% hits;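 active = mean replicate inhibition of at least 70% and a set share of replicates each scoring 70 or more; inconclusive = meets just one of the two criteria; inactive = fails both criteria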;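 note: 0% = median of neutral control wells and 100% = median of positive control wells; values of inactives mirror those of a sister screen read the other way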
Target sequence (Q61009 whole entry, looked up): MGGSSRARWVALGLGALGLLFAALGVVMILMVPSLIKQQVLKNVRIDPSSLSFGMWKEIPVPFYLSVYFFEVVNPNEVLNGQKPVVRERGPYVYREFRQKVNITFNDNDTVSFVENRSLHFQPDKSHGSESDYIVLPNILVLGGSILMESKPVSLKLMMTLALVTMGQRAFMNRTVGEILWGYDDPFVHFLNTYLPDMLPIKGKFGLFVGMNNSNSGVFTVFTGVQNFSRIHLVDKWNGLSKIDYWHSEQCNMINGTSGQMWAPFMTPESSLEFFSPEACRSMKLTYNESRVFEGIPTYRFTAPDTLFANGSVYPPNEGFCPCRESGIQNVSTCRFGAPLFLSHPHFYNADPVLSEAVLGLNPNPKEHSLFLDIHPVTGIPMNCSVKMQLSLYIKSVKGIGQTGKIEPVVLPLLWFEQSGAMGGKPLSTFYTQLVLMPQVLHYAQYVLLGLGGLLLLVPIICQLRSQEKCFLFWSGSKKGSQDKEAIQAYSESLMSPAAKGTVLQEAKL
CAL PDZ FP-2 = CAL PDZ peptide-binding inhibitors, primary screen, biochemical, fluorescence polarization, Cer-tagged CAL PDZ, HTS; 330,000 compounds, 0.02% hits; inhibition, % at 20 µM; purified CAL PDZ, TMR-peptide fluorescence polarization, 1 h; AID 504414, 2011; Golgi-associated PDZ and coiled-coil motif-containing protein (Homo sapiens), Q9HD26;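 active = highest replicate inhibition of at least 40%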;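 note: plate controls were DMSO neutral control wells for no effect and unlabeled competitor peptide control wells for full effect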
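Assay system – tagged CAL PDZ protein CerCALP, purified · Timing – 1 h at RT · Compound – single point, 20 µM · Measured by – fluorescence polarization from S- and P-plane intensities, G-factor corrected · Evaluation – inhibition from polarization loss · Probe or stimulus – TMR reporter peptide T*-PRC34 · Buffer or medium – pH 7.4 phosphate-saline buffer, reducing agent, detergent, IgG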
Tat export inh = E. coli Tat export inhibitors, primary screen, MC4100, TorA-mCherry reporter, fluorescence, single point | inhibition, % at 10 µM | 340,000 compounds, 0.036% hits | AID 488895, 2010;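 active = mean replicate inhibition at least 50% and at least half of replicates individually reaching 50%; inconclusive = only one of the two criteria met; inactive = neither criterion met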;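 note: exported cargo escapes ClpAP degradation while cytoplasmic cargo is degraded and loses fluorescence; 0% = median of neutral control wells and 100% = median of NaSCN control wells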
SR-BI DiI-HDL act = activators of SR-BI mediated DiI-HDL uptake, primary screen, ldlA[mSR-BI] CHO cells, DiI fluorescence; 3 h; 100 = double the neutral-control signal; activation, % at 12.5 µM; 320,000 compounds, 0.096% hits;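 active = mean replicate activation of at least 60% and every replicate at or above 60%; inconclusive = mean or all-replicate condition met, but not both; inactive = mean below 60% and not all replicates reaching 60%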;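 note: 0% = median plate neutral-control signal and 100% = twice that signal; values of inactives mirror those of a sister screen read the other way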
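Material: SR-BI-overexpressing, LDLR-lacking CHO cells; schedule: compound exposure 3 h, 37 °C; reagent: DiI-labelled HDL at 10 µg/mL final; technique: bottom-read fluorescence, 550/595 nm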
* marks the source's active call; other numbers are inactive results; ? = inconclusive; nt = no result given.

SMILES	E coli growth	Wnt bcat act	MITF act	AddAB inh	phage Ecoli inh	CAL PDZ FP-1	SR-BI HDL uptake	CAL PDZ FP-2	Tat export inh	SR-BI DiI-HDL act
O=C(Nc1ccccc1Cl)C1CCCN(S(=O)(=O)c2ccc(F)cc2)C1 (centres undefined)	1.9	nt	-10	3.0	2.0	nt	5	-3.0	-1	-5
N#Cc1c(-c2ccccc2)cc(-c2ccccc2)[nH]c1=O	1.9	1	-1	0.0	0.5	-14	nt	-0.6	-2	nt
Cc1ccc(C)c(NC(=O)COC(=O)c2nn(C)c(=O)c3ccccc23)c1	-0.3	-3	9	2.0	-1.5	-5	14	-0.8	-8	-14
CN=C(Nc1cc(C)nn1-c1ccccc1)c1ccccc1	0.5	nt	4	0.4	0.7	-4	7	-0.2	20	-7
O=C(O)/C=C\C(=O)NNC(=O)c1cc(-c2ccccc2)n[nH]1	1.0	1	1	1.0	0.5	-3	-6	-2.2	4	6
CCCNC(=O)C1(CC2CC(c3ccccc3)=NO2)CCN(C(=O)CCCCCBr)CC1 (centres undefined)	1.0	nt	2	0.5	nt	3	1	-1.9	-1	-1
CCc1cccc(NC(=O)CCSCCC(=O)Nc2cccc(CC)c2)c1	-2.2	nt	1	0.7	2.4	1	5	-2.7	14	-5
O=C(Nc1ccc(F)cc1)c1cn(-c2ccccc2)nc1-c1ccncc1	1.9	nt	24	-0.6	1.0	-4	60	-3.6	-8	-60
COc1cccc(/C=C/C(=O)OCC(=O)Nc2ccc(Cl)c(S(=O)(=O)N(C)C)c2)c1OC	-0.8	-2	-15	-3.1	2.3	5	7	-0.1	1	-7
O=C(C1=C(O)C(=O)N(Cc2ccco2)C1c1ccccc1)c1cccs1 (centres undefined)	-0.9	-2	nt	0.7	1.4	nt	-6	0.0	-7	6
CCOC(=O)c1c(/N=C/C2=C(O)CCCC2=O)sc(C)c1C	-1.2	2	5	4.6	3.1	-8	-14	-0.2	1	14
COc1ccccc1C(C)Nc1ccc(S(=O)(=O)N2CCN(C)CC2)cc1[N+](=O)[O-] (centres undefined)	-3.7	0	-9	-1.1	0.1	nt	-13	-1.3	26	13
CN(CC(=O)Nc1ccc(F)cc1)C(=O)CSc1nncs1	1.4	2	-1	2.3	2.9	2	-18	-2.1	3	18
COC(=O)COc1cccc(NS(=O)(=O)c2cccc([N+](=O)[O-])c2)c1	3.1	nt	-2	1.9	3.7	4	3	0.2	-4	-3
COc1ccccc1NC(=S)N1CCn2cccc2C1c1cccnc1 (centres undefined)	-2.4	-1	7	1.4	1.4	2	-8	-3.5	-2	8
Cc1cc(C)cc(C(=O)NCC(=O)OCC(=O)c2cc(C)n(CC(F)(F)F)c2C)c1	-0.5	-1	-8	2.6	3.1	-1	28	1.4	7	-28
COC(=O)c1cc(OC)c(OC)cc1NC(=S)Nc1cc(Cl)ccc1OC	1.5	-1	-16	1.2	1.4	-8	23	-1.6	2	-23
Cc1ccccc1COC[C@H](CC(C)C)N1CCN(C(=O)c2cccc(C(F)(F)F)c2)CCC1=O	-1.7	-2	-3	4.2	-2.6	-4	20	-0.8	19	-20
Cc1ccc(-n2nc3c(c2NC(=O)c2ccc(OC(C)C)cc2)CS(=O)C3)cc1 (centres undefined)	0.1	nt	5	1.8	0.9	1	69	nt	-6	-69
Cc1cc(C)n2c(SC(C)C(=O)NC3(C#N)CCCCC3)nnc2n1 (centres undefined)	-1.2	0	2	0.6	2.9	nt	-21	0.5	4	21
O=C(COc1ccccc1)Nc1cccc(-c2cn3cccnc3n2)c1	3.5	4	19	5.6	4.0	-3	-1	-5.1	-5	1
Cc1cc(S(=O)(=O)NCc2ccc3c(c2)OCO3)ccc1F	2.6	-1	nt	3.4	-0.2	nt	-24	0.8	3	24
COc1ccc(CN2CCNC(=O)C2CC(=O)N(C)CC2CCOCC2)cc1C (centres undefined)	nt	2	-6	nt	1.2	0	-16	-2.9	-2	16
Fc1ccccc1CNC(=S)Nc1ccc(Cl)cc1	2.8	nt	5	8.0	9.7	-2	9	-1.6	-7	-9
COc1cccc(C(CC(=O)NCC2CCCO2)NS(=O)(=O)c2ccc(C)cc2)c1OC (centres undefined)	nt	3	8	nt	0.3	-4	-23	nt	-3	23

4 entries from above in a different format.
Cc1cc(C)n2c(SC(C)C(=O)NC3(C#N)CCCCC3)nnc2n1 (centres undefined)
  E coli growth: -1.2	Wnt bcat act: 0	MITF act: 2	AddAB inh: 0.6	phage Ecoli inh: 2.9	CAL PDZ FP-1: nt	SR-BI HDL uptake: -21	CAL PDZ FP-2: 0.5	Tat export inh: 4	SR-BI DiI-HDL act: 21

CCc1cccc(NC(=O)CCSCCC(=O)Nc2cccc(CC)c2)c1
  E coli growth: -2.2	Wnt bcat act: nt	MITF act: 1	AddAB inh: 0.7	phage Ecoli inh: 2.4	CAL PDZ FP-1: 1	SR-BI HDL uptake: 5	CAL PDZ FP-2: -2.7	Tat export inh: 14	SR-BI DiI-HDL act: -5

COC(=O)COc1cccc(NS(=O)(=O)c2cccc([N+](=O)[O-])c2)c1
  E coli growth: 3.1	Wnt bcat act: nt	MITF act: -2	AddAB inh: 1.9	phage Ecoli inh: 3.7	CAL PDZ FP-1: 4	SR-BI HDL uptake: 3	CAL PDZ FP-2: 0.2	Tat export inh: -4	SR-BI DiI-HDL act: -3

CCCNC(=O)C1(CC2CC(c3ccccc3)=NO2)CCN(C(=O)CCCCCBr)CC1 (centres undefined)
  E coli growth: 1.0	Wnt bcat act: nt	MITF act: 2	AddAB inh: 0.5	phage Ecoli inh: nt	CAL PDZ FP-1: 3	SR-BI HDL uptake: 1	CAL PDZ FP-2: -1.9	Tat export inh: -1	SR-BI DiI-HDL act: -1

The list continues.
SMILES	E coli growth	Wnt bcat act	MITF act	AddAB inh	phage Ecoli inh	CAL PDZ FP-1	SR-BI HDL uptake	CAL PDZ FP-2	Tat export inh	SR-BI DiI-HDL act
Cc1cc(NC(=O)CCN2C(=O)c3ccccc3C2=O)no1	-3.4	nt	nt	-0.3	0.8	0	-14	-1.1	0	14
COc1cc(OC)c(/C=N/NC(=O)c2ccc([N+](=O)[O-])cc2)cc1Br	-2.5	nt	-7	-0.5	4.9	2	69	2.7	10	-69
O=C(NCCCn1ccnc1)C1CC(c2cccc(Br)c2)=NO1 (centres undefined)	1.5	-2	-13	2.2	0.2	11	-7	-0.6	-7	7
CCCC1(c2ccccc2)NC(=O)N(CC(=O)c2[nH]c(C)c(C(=O)OCC)c2C)C1=O (centres undefined)	-1.4	nt	-5	1.1	0.1	-5	61	-0.5	14	-61
Cc1nc(Nc2ccc(Cl)c(Cl)c2)sc1C(/C=C/c1ccc2c(c1)OCO2)=NNc1ccc([N+](=O)[O-])cc1[N+](=O)[O-]	nt	-3	nt	nt	1.9	-6	9	-0.5	-1	-9
COc1ccc(N2CCN(C(=O)C3=NNC(=O)CC3)CC2)cc1	-1.3	nt	-2	-0.7	3.7	0	-3	-2.0	5	3
CCOC(=O)CC1COCCN1C(=O)c1ccc2oc(Cc3ccccc3)nc2c1 (centres undefined)	-1.6	15	?	0.8	1.2	nt	-25	-1.7	3	25
CCn1c(SCC(=O)c2ccc(O)c(O)c2)nnc1-c1ccccc1OC	-1.2	nt	-4	1.6	0.9	-2	-22	-2.2	-1	22
CCN1CCN(C(=O)Nc2ccc(OC)cc2OC)CC1	-1.1	1	-9	0.8	3.2	-1	-7	-1.7	3	7
CSc1ccccc1NC(=O)N1CCCC(C(=O)c2ccc3c(c2)OCO3)C1 (centres undefined)	0.2	-1	11	0.3	1.5	-3	0	-0.6	-6	0
NC(=S)NN=C1c2ccccc2-c2c(F)c(F)c(F)c(F)c21	nt	-2	-11	nt	2.1	-1	23	-1.2	?	-23
O=C(O)Cc1coc(-c2ccc(F)cc2)n1	2.7	nt	13	0.8	1.8	-4	-42	-1.6	4	42
COC(=O)[C@@H](Cc1c[nH]c2ccccc12)NC(=O)CNC(=O)c1ccccc1OC	0.6	-2	-14	6.0	-2.3	-3	nt	-2.8	-6	nt
C/C(=N/NC(=O)c1ccc(C)s1)c1ccncc1	nt	14	43	nt	0.4	2	5	-1.8	3	-5
COc1cccc(NC(=O)C(NC2CCCC2)c2ccccc2)c1 (centres undefined)	0.2	nt	-10	-0.9	0.6	-3	-5	0.1	-3	5
CC(C)NC(NC(=O)Cc1ccccc1)C(Cl)(Cl)Cl (centres undefined)	1.8	nt	9	1.8	3.6	-1	-4	0.5	-5	4
COc1ccc(-n2c(=O)[nH]cc(C(=O)Nc3ccc4c(c3)OCCO4)c2=O)cc1	1.3	-5	nt	4.3	4.2	0	-12	nt	-9	12
Cc1ccc(NC(=S)N2CCC(O)CC2)c(C)c1	-0.7	-2	-11	-0.5	2.0	8	17	-0.8	1	-17
CC(C)(C)c1ccc(/C=C/C(=O)NC2=NCCS2)cc1	-3.3	nt	41	-1.1	0.6	-5	13	-0.2	0	-13
O=C(CSc1cccc[n+]1[O-])NCCCc1ccccc1	-0.2	-1	8	-1.0	3.4	1	14	-0.2	8	-14
O=C(N/N=C(\c1ccccc1)c1cccnc1)c1cc(O)ccc1O	0.1	2	nt	2.1	2.2	nt	nt	nt	nt	nt
Cc1ccc(C)c(OCc2nnc(SCC(=O)NCc3ccc4c(c3)OCO4)o2)c1	-0.8	-5	-1	1.7	0.5	11	1	-2.2	0	-1
CCc1nnc(NS(=O)(=O)c2ccc(Nc3ccc([N+](=O)[O-])c4nonc34)cc2)s1	1.5	0	-2	-0.7	4.0	-1	-15	-0.4	-8	15

Laid out differently: 2 of the compounds above.
Second line of a record: E coli growth, Wnt bcat act, MITF act, AddAB inh, phage Ecoli inh, CAL PDZ FP-1, SR-BI HDL uptake, CAL PDZ FP-2, Tat export inh, SR-BI DiI-HDL act
O=C(Nc1ccccc1Cl)C1CCCN(S(=O)(=O)c2ccc(F)cc2)C1 (centres undefined)
    1.9, nt, -10, 3.0, 2.0, nt, 5, -3.0, -1, -5
Fc1ccccc1CNC(=S)Nc1ccc(Cl)cc1
    2.8, nt, 5, 8.0, 9.7, -2, 9, -1.6, -7, -9
